Compound activity: PubChem BioAssay, Broad Institute
KDM4C inh: blocks human GASC-1 (KDM4C) demethylase activity. AID 720574. inhibition, % at 12.5 µM. hit rate 0.15% among 96,000. GST-KDM4C 2-372, H3K9me3 peptide, LANCE TR-FRET. Q9H3R0;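 active = mean replicate inhibition above about 25%, with at least 55% of replicates also reaching it, limit read from the data, passing the limit was not always enough; inconclusive = only one of those two conditions met; inactive = neither condition met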
Target sequence (Q9H3R0 2-372 limits assumed): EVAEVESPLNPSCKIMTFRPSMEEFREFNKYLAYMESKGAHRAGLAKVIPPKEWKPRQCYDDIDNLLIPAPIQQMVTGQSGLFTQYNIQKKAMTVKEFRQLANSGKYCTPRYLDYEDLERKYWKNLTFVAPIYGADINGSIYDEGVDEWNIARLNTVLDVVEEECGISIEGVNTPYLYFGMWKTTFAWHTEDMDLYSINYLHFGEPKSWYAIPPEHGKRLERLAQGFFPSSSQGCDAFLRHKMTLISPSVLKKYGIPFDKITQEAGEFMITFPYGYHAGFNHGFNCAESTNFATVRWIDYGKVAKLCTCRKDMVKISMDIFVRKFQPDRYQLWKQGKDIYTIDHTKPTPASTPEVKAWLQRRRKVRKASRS
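System: N-terminal GST-fused human GASC-1 (KDM4C) fragment, residues 2-372; amount: enzyme final amount 10 nM; incubation: reaction 30 min RT, detection step 1 h RT; medium: HEPES buffer, pH 7.5, plus ascorbate; technique: LANCE TR-FRET, Eu antibody, ULight-streptavidin, EDTA, ex 340 nm, em 618/671 nm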
Pf Dd2 inh: blocks growth of Plasmodium falciparum Dd2 parasites; activity change, % at 10 µM; AID 1159554; P. falciparum Dd2 growth, SYBR Green, 72 h; active compounds read low; hit rate 2.3% among 94,000; in the data active = activity change below about -80%; inconclusive = no clear call, values can overlap the other calls
T cruzi growth: inhibitors of T. cruzi proliferation; AID 624255; hit rate 5.9% among 77,000; T. cruzi beta-gal in NIH3T3, GalScreen luminescence, 90 h; inhibition, % at 8.34 µM;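 active = mean inhibition above about 93%, with at least 55% of replicates each passing it, limit read from the data, passing the limit was not always enough; inconclusive = only one of those two conditions holds; inactive = neither condition holds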
C diff growth: inhibitors of Clostridium difficile growth; AID 1259249; Clostridium difficile clinical isolate growth, OD600, 24 h; active compounds read low; growth activity, negative = inhibition, % at 16 µg/mL (by protocol); hit rate 0.25% among 86,000;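 active = mean growth activity at or below -80% and every replicate also at or below -80%; inconclusive = mean at or below -80% but some replicate above -80%; inactive = mean growth activity above -80%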;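 note: 0% = DMSO wells and -100% = levofloxacin 16 µg/mL wells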
* = called active by the depositor; ? = inconclusive; · = not tested or not shown; & = joins results of further samples.

SMILES	C diff growth	Pf Dd2 inh	KDM4C inh	T cruzi growth
Cc1noc(C)c1NC(=O)N(C)C[C@H]1OCc2ccccc2-c2c(n(C)c3ccccc23)C(=O)N([C@H](C)CO)C[C@@H]1C	-1	-25	0.6	-23
COc1ccccc1NC(=O)N[C@@H]1C=C[C@@H](CC(=O)N[C@@H](C)c2ccccc2)O[C@@H]1CO	·	-2	-1.7	-3
CCNC(=O)[C@@H]1[C@@H](CO)[C@@H]2Cn3c(ccc(-c4cccc(F)c4)c3=O)[C@@H]2N1C(C)=O	6	37	1.1	·
C[C@H](C(=O)N(C)C[C@H]1OCc2ccccc2-c2c(n(C)c3ccccc23)C(=O)N([C@@H](C)CO)C[C@@H]1C)c1ccccc1	5	-69	-2.1	·
C[C@H](CO)N1C[C@H](C)[C@H](CN(C)C(=O)c2cccnc2)Oc2cc(C#CC3(O)CCCC3)ccc2S1(=O)=O	0	31	0.4	47
C[C@@H](O)C#Cc1ccc([C@H]2[C@H](CO)N3CCCCN(C(=O)c4ccncc4)C[C@@H]23)cc1	-3	6	0.4	8
C[C@@H]1CN([C@H](C)CO)C(=O)Cc2cc(NC(=O)c3ccncc3)ccc2O[C@H]1CN(C)Cc1ccc2c(c1)OCO2	2	7	0.4	-30
C[C@H]1CN([C@@H](C)CO)C(=O)c2cc(NC(=O)Nc3ccc(F)cc3)ccc2O[C@@H]1CN(C)Cc1ccncc1	-1	0	-0.2	61
C[C@@H]1CN([C@@H](C)CO)C(=O)c2c(c3ccccc3n2C)-c2ccccc2CO[C@@H]1CN(C)S(=O)(=O)c1ccccc1C#N	-3	-51	0.1	71
C[C@H]1CCCCO[C@H](CN(C)Cc2ccc(C(=O)O)cc2)[C@@H](C)CN([C@@H](C)CO)C(=O)c2cc(NC(=O)Nc3ccc4c(c3)OCO4)ccc2O1	4	19	1.1	7
COc1ccc(C#Cc2ccc([C@@H]3[C@@H](CO)N4CCCCN(C(=O)Nc5ccc(F)cc5)C[C@@H]34)cc2)cc1	0	-29	-1.5	112*
CN1CCN(C(=O)C[C@H]2C[C@@H]3c4cc(NC(=O)NC5CCCCC5)ccc4O[C@@H]3[C@@H](CO)O2)CC1	·	-3	-0.2	19
CO[C@@H]1CN(C)C(=O)c2ccc(NS(C)(=O)=O)cc2OC[C@H](C)N(C(=O)CN(C)C)C[C@@H]1C	·	14	4.4	26
CCCC#Cc1cnc2c(c1)C(=O)N([C@H](C)CO)C[C@H](C)[C@H](CN(C)C(=O)c1cnccn1)O2	-4	-8	-1.2	-48
COc1ccc(C#Cc2cnc3c(c2)C(=O)N([C@@H](C)CO)C[C@@H](C)[C@H](CN(C)C(C)=O)O3)cc1	-1	-13	0.1	19
Cc1ccc(S(=O)(=O)N(C)C[C@@H]2Oc3c(NC(=O)Nc4ccccc4)cccc3C(=O)N([C@@H](C)CO)C[C@H]2C)cc1	-3	-48	·	20
C[C@H](CO)N1C[C@H](C)[C@@H](CN(C)C)Oc2ncc(/C=C/c3ccccc3)cc2C1=O	-8	29	17	·
Cc1ccc(S(=O)(=O)Nc2ccc3c(c2)C(=O)N([C@@H](C)CO)C[C@H](C)[C@H](CN(C)C(=O)NC(C)C)O3)cc1	1	2	0.1	26
CN(C)CCCNC(=O)C[C@H]1CC[C@@H]2[C@H](COC[C@H](O)CN2Cc2cc(F)cc(F)c2)O1	·	-7	0.4	-2
Cc1noc(C)c1NC(=O)N(C)C[C@@H]1Oc2ncc(Br)cc2C(=O)N([C@H](C)CO)C[C@@H]1C	2	30	2.5	-20
Cc1noc(C)c1S(=O)(=O)Nc1ccc2c(c1)C(=O)N([C@H](C)CO)C[C@@H](C)[C@H](CN(C)Cc1ccc(C(=O)Nc3ccccc3N)cc1)O2	·	-39	0.3	115
COc1ccc2c3c([nH]c2c1)[C@@H](CO)N(C(=O)Nc1cccc(F)c1)CC31CCN(S(=O)(=O)c2cccc(C)c2)CC1	-13	-22	-1.4	·
C[C@@H]1CN([C@@H](C)CO)C(=O)c2cc(-c3cncnc3)cnc2O[C@@H]1CN(C)Cc1ccc(F)cc1	-3	18	-0.6	46
COc1ccc(S(=O)(=O)N2C[C@H](O)COC[C@@H]3O[C@@H](CC(=O)NCc4ccc(Cl)c(Cl)c4)CC[C@H]32)cc1	2&0	-12	-0.6	109*
CCC(=O)N(C)C[C@@H]1Oc2ncc(C#CC(C)C)cc2C(=O)N([C@H](C)CO)C[C@@H]1C	1	-10	-0.8	·
CO[C@@H]1CN(C)C(=O)c2ccc(NC(C)=O)cc2OC[C@H](C)N(C(=O)c2ccccc2)C[C@H]1C	-3	25	1.4	-3
COc1ccc2c3c([nH]c2c1)[C@@H](CO)N(Cc1cccc(F)c1)CC31CN(C(C)=O)C1	7	-85*	1.2	·
COc1ccc2c3c([nH]c2c1)[C@@H](CO)N(C(=O)c1ccccc1)CC31CCN(C(=O)c2cccc(F)c2)CC1	2	-37	-1.0	·
Cc1noc(C)c1NC(=O)Nc1ccc2c(c1)C(=O)N([C@H](C)CO)C[C@H](C)[C@@H](CN(C)C(=O)C1CCCCC1)OCCCC[C@H](C)O2	1	4	2.0	1
O=C(C[C@H]1C[C@@H]2c3cc(NC(=O)Nc4ccc(F)cc4)ccc3O[C@@H]2[C@H](CO)O1)NC1CCCC1	·	-24	3.0	-34
C[C@@H]1CCCCO[C@@H](CN(C)S(C)(=O)=O)[C@@H](C)CN([C@@H](C)CO)C(=O)c2cc(NS(C)(=O)=O)ccc2O1	-5	24	0.9	17
COC(=O)C[C@@H]1CC[C@@H]2[C@H](COc3ccc(NS(=O)(=O)c4ccccc4Cl)cc3C(=O)N2C)O1	0	·	-2.4	-12
C/C=C/c1ccc([C@@H]2[C@H](CO)N3CCCCN(S(=O)(=O)c4ccccc4)C[C@@H]23)cc1	-2	-64	-1.4	69
C[C@@H]1CN([C@@H](C)CO)S(=O)(=O)c2ccc(C#Cc3ccccc3F)cc2O[C@H]1CN(C)C	-2	-5	-2.7	21
C[C@@H]1CN([C@H](C)CO)C(=O)c2cc(NC(=O)Cc3ccccc3)ccc2O[C@H]1CN(C)C(=O)Nc1ccc(C(F)(F)F)cc1	-3	2	-1.0	35
O=C(C[C@H]1CC[C@H](NC(=O)Nc2ccc(F)cc2)[C@@H](CO)O1)NCc1cccc(F)c1	3	·	-3.0	·
C/C=C/c1ccc([C@H]2[C@@H](CO)N(C(C)=O)[C@H]2CNC(=O)NCCC)cc1	2	17	0.2	·
COc1ccc(NC(=O)Nc2ccc3c(c2)C(=O)N([C@@H](C)CO)C[C@H](C)[C@H](CN(C)C(=O)Nc2ccccc2)O3)cc1	0	27	-0.2	0
CO[C@H]1CN(C)C(=O)c2ccc(NS(=O)(=O)c3ccc(Cl)cc3)cc2OC[C@H](C)N(C)C[C@@H]1C	3	17	0.4	·
CC(C)NC(=O)N1[C@@H]2c3cccc(=O)n3C[C@@H]2[C@@H](CO)[C@@H]1C(=O)N1CCc2ccccc2C1	-6	·	3.1	-119
CCNC(=O)C[C@@H]1CC[C@H]2[C@H](COc3ccc(NC(=O)c4ccc(F)c(F)c4)cc3C(=O)N2C)O1	3	-4	0.8	11
CCCN1C[C@@H](C)[C@@H](OC)CN(C)C(=O)c2cc(NC(=O)Nc3ccccc3F)ccc2OC[C@@H]1C	·	7	1.7	13
C[C@H](NC(=O)[C@H]1[C@H](CO)[C@H]2Cn3c(cccc3=O)[C@@H]1N2C(=O)C1CCC1)c1ccccc1	-2	·	-0.8	-16
O=C(C[C@H]1CC[C@H](NC(=O)Cc2cccnc2)[C@H](CO)O1)Nc1ccccc1	-6	9	-3.0	·
OC[C@@H]1[C@@H](c2ccc(-c3ccc(F)cc3)cc2)[C@@H]2CN(CCC(F)(F)F)CCCCN12	25	-29	-1.5	48
C[C@@H]1CN([C@@H](C)CO)C(=O)CCCn2nncc2CO[C@H]1CN(C)S(=O)(=O)c1ccc(F)cc1	-1	17&11	1.3	-1&-23
C[C@H]1CN([C@@H](C)CO)C(=O)c2cc(NC(=O)c3ccncc3)ccc2O[C@H]1CN(C)CC1CCCCC1	4	-6	5.1	26
O=C(c1ccc(F)cc1)N1C[C@@H]2N[C@H](C1)C2c1ccc(-c2cncnc2)cc1 (stereo partly specified)	4	27	-0.2	·
CNC(=O)C[C@H]1CC[C@@H]2[C@H](COC[C@@H](O)CN2S(=O)(=O)c2ccccc2Cl)O1	20&-3	-7	-5.1	·
O=C(Cc1ccccn1)N1CC2(C1)[C@@H](c1ccccc1)[C@@H](CO)N2C(=O)c1ccccc1	-8	3	-0.6	·

Continuation.
SMILES	C diff growth	Pf Dd2 inh	KDM4C inh	T cruzi growth
COc1ccc(CN(C)C[C@@H]2Oc3ccc(NC(=O)NC4CCCCC4)cc3C(=O)N([C@H](C)CO)C[C@@H]2C)cc1	-2	12	-1.7	·
Cc1noc(C)c1NC(=O)N(C)C[C@H]1Oc2c(NS(=O)(=O)c3ccc(F)cc3)cccc2C(=O)N([C@H](C)CO)C[C@H]1C	-9	9	0.8	28
CN1C(=O)c2cc(NC(=O)c3cccc(F)c3)ccc2OC[C@H]2O[C@@H](CC(=O)O)CC[C@H]21	6	10	1.5	22
COCC(=O)NC[C@H]1[C@H](c2ccccc2)[C@@H](CO)N1C(=O)c1ccccc1	-2	3	-1.0	8
C[C@@H]1CN([C@H](C)CO)C(=O)c2cc(NS(C)(=O)=O)ccc2O[C@@H](C)CCCCO[C@@H]1CN(C)Cc1ccc2c(c1)OCO2	4	-4	-0.7	-39
O=C([C@@H]1[C@@H](CO)[C@@H]2Cn3c(ccc(-c4ccccc4)c3=O)[C@H]1N2CCC(F)(F)F)N1CCCCC1	-1	3	2.1	1
C[C@@H]1CN([C@H](C)CO)C(=O)c2ccccc2-c2ccccc2CO[C@@H]1CN(C)Cc1ccc(Oc2ccccc2)cc1	16	-88*	-1.2	·
CC=Cc1ccc2n(c1=O)C[C@H]1[C@H](CO)[C@@H](C(=O)NCC3CC3)[C@@H]2N1C(=O)c1ccccc1 (mixture of isomers)	2	8	-0.8	29
COc1ccc(-c2cnc3c(c2)C(=O)N([C@H](C)CO)C[C@@H](C)[C@@H](CN(C)Cc2ccccn2)O3)cc1	5	-5	3.3	11
C[C@H]1CCCCO[C@H](CN(C)C(=O)Nc2ccccc2)[C@@H](C)CN([C@@H](C)CO)C(=O)c2cc(NS(=O)(=O)c3ccc(Cl)cc3)ccc2O1	-1	-84*	-3.1	?

Single records, from the list above.
C[C@H]1CCCCO[C@H](CN(C)C(=O)Nc2ccccc2)[C@@H](C)CN([C@@H](C)CO)C(=O)c2cc(NS(=O)(=O)c3ccc(Cl)cc3)ccc2O1 is listed as C diff growth: -1; Pf Dd2 inh: -84*; KDM4C inh: -3.1; T cruzi growth: ?
COc1ccc(CN(C)C[C@@H]2Oc3ccc(NC(=O)NC4CCCCC4)cc3C(=O)N([C@H](C)CO)C[C@@H]2C)cc1 is listed as C diff growth: -2; Pf Dd2 inh: 12; KDM4C inh: -1.7; T cruzi growth: ·

Next records:
SMILES	C diff growth	Pf Dd2 inh	KDM4C inh	T cruzi growth
C[C@@H]1CN([C@H](C)CO)C(=O)c2cccc(NC(=O)C3CCCCC3)c2O[C@@H]1CN(C)S(=O)(=O)c1cn(C)cn1	·	0	5.5	26
C[C@@H]1CN([C@@H](C)CO)C(=O)c2cccc(NC(=O)Nc3ccccc3)c2O[C@H]1CN(C)S(=O)(=O)c1ccccc1	-3	1	0.2	19
Cc1cccc(-c2ccc([C@@H]3[C@@H](CO)N4C(=O)CN(C(=O)NC5CCCCC5)C[C@@H]34)cc2)c1	-5	-20	-0.3	·
COc1ccc2c3c([nH]c2c1)[C@H](CO)N(C(=O)Nc1ccccc1F)CC31CN(C(=O)C2CC2)C1	-18	-51	1.5	·
COc1ccc(CN(C)C[C@H]2Oc3ccc(NC(=O)NC4CCCCC4)cc3CC(=O)N([C@@H](C)CO)C[C@@H]2C)cc1	-9	-38	13	5
C[C@@H]1CN([C@@H](C)CO)C(=O)c2cc(NS(=O)(=O)c3cccs3)ccc2O[C@@H]1CN(C)Cc1ccc(Oc2ccccc2)cc1	·	10	-1.8	56
C[C@H](CO)N1C[C@H](C)[C@@H](CN(C)Cc2ccccn2)Oc2ncc(C#CCC3CCCC3)cc2C1=O	-20	-28	·	89
C[C@H](CO)N1C[C@H](C)[C@@H](CN(C)Cc2ccc(C(F)(F)F)cc2)Oc2ccc(NS(=O)(=O)c3ccccc3)cc2C1=O	-6	-1	0.6	85
O=C(Cc1cccnc1)N1CC(=O)N2[C@H](C1)[C@@H](c1ccc(C3=CCCCC3)cc1)[C@@H]2CO	-2	-29	2.3	·
